Sm TGR block: blocks Schistosoma mansoni thioredoxin glutathione reductase; purified TGR, DTNB reduction, TNB absorbance 405 nm; Potency, µM (series often up to 114 µM), for the others: at the highest dose activity change, negative = inhibition, hits mostly inhibitors; 360,000 tested, 3% active; AID 485364; note: nearly all actives have a fitted effect of over 60% in size
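Kinetic colorimetric format: TGR-catalysed, NADPH-driven DTNB reduction monitored via TNB absorbance. Enzyme dispensed at 20 nM; compound exposure 15 min at room temperature before reaction start.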
Tb PYK inh: T. brucei pyruvate kinase inhibition; Q57TT1; TbPYK enzyme, Kinase-Glo Plus ATP luminescence, 45 min; Potency, µM (titrated, usually from 76.8 µM), without a hit: at the highest dose activity, negative = inhibition, actives largely listed as inhibitors; 410,000 tested, 0.12% active; note: nearly all actives have a fitted effect of over 50% in size
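Readout: single end-point luminescence (Kinase-Glo Plus, 10 min). Reaction conditions were TbPYK/substrate plus 130 uM ADP, 45 min at RT, pH 7.2 TEA buffer. No-enzyme wells served as controls, and data were normalized before concentration-response fitting.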
LmPK inhibitor: inhibitors of Leishmania mexicana pyruvate kinase. 290,000 tested, 0.37% active. Potency, µM (highest dose often 57.5 µM), for inactives: at the highest dose activity change, negative = inhibition, usual class: inhibitors. AID 1721. purified LmPK, Kinase-Glo ATP luminescence, 1 h
Target sequence (Q27686 whole entry, looked up): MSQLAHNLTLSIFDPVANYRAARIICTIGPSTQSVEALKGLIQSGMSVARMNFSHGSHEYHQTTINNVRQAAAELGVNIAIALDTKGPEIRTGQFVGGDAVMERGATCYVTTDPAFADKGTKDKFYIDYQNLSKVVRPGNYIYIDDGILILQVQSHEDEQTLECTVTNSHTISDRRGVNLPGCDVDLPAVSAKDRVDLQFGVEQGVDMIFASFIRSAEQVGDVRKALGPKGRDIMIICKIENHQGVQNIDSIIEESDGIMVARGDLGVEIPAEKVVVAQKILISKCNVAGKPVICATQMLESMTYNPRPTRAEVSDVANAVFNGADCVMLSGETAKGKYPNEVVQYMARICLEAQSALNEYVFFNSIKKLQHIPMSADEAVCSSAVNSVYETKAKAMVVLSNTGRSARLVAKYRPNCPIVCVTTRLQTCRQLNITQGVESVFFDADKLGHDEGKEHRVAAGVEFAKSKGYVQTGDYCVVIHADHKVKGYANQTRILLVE
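Pyruvate kinase activity monitored as ATP production (luciferase luminescence). Conditions: 0.1 nM enzyme, 0.5 mM PEP, 0.1 mM ADP, 1 h, RT; normalized against uninhibited and no-enzyme wells.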
HCV inhibitor: HCV inhibition | Huh7.5.1 HCVcc-Cre infection, luciferase reporter, 44 h | Potency, µM (series often up to 41.8 µM), without a hit: at the highest dose activity change, negative = inhibition, usual class: inhibitors | AID 651820 | 340,000 tested, 3.4% active
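Seed cells (1,000/well) for 4 h; treat with compound and infect with HCVcc-Cre, moi about 0.5. Incubate 44 h, then detect luciferase activity.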
Pf growth 96h: P. falciparum growth inhibition at 96 hours; P. falciparum luciferase reporter growth, 96 h; 320,000 tested, 6.9% active; Potency, µM (top dose mostly 28.7 µM), for the others: at the highest dose activity change, negative = inhibition, usual class: inhibitors
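Cell-based qHTS: luciferase-tagged P. falciparum in erythrocytes (2% hematocrit, 0.05% parasitemia final) incubated with compounds for 96 hours, 37 C, 5% CO2; luciferase detection reagent then added and luminescence measured.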
Pf growth 48h: inhibits P. falciparum growth in the first generation, 48 h; P. falciparum luciferase growth in erythrocytes, 48 h; Potency, µM (series often up to 28.7 µM), without a hit: at the highest dose activity change, negative = inhibition, hits mostly inhibitors; 310,000 tested, 5.9% active
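Luciferase-expressing parasites in RBCs, 2% Hct / 0.1% parasitemia final; RPMI 1640 + 0.5% Albumax; 37 C, 5% CO2, one generation; luminescence read-out, lower signal = inhibition.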
An asterisk follows results filed as active; i = inactive; ? = inconclusive; . = no result given; & = joins results of further samples; [ ] = remark or other dose. Calls come from the whole dose curve; as a rule, active = well fitted curve in the direction sought with a large enough effect; inconclusive = small, poorly fitted or top-dose-only effect, or another doubt; inactive = no such curve, though single readings can be large; an effect the other way counts as inactive or inconclusive. % is set by controls: 0 for no effect and ±100 for the full control effect; potency is the fitted concentration of half-maximal effect.

(1) CCOC(=O)c1c(-c2ccc(C)o2)csc1NC(=O)CN(C)CC(=O)Nc1ccc(C)cc1
(2) CC(C)[C@H](NC(=O)N1CC(=O)Nc2ccccc21)C(=O)N[C@H](Cc1c[nH]c2ccccc12)C(=O)O
(3) CCOc1ccc(NC(=O)CSc2nnc(C3CC3)n2C)cc1S(=O)(=O)N1CCCCC1
(4) COc1ccc(-c2cc(C(F)(F)F)nc(S(=O)(=O)CCCC(=O)Nc3cc(C)on3)n2)cc1OC
(5) Cc1ccc(S(=O)(=O)CNC(=O)c2ccccc2)cc1
(6) N#Cc1c(N2CCOCC2)nsc1-c1ccccc1
(7) O=C(CN1CCCCCC1)Nc1ccc(Oc2ccccc2)cc1
(8) O=C(COc1ccc(S(=O)(=O)N2CCOCC2)cc1)Nc1ccc(Cl)c(C(F)(F)F)c1
entry no.,1,2,3,4,5,6,7,8
HCV inhibitor,?,19%,-2%,?,-2%,?,?,?
Pf growth 48h,.,-25%,?,?,6%,69%[activator],22%,9.3µM*
LmPK inhibitor,-2%,-4%,.,-10%,4%,-1%,-1%,-6%
Pf growth 96h,?,?,?,?,5%,91%[activator],-13%,-4%
Sm TGR block,?,8%,-19%,?,20µM*,4%,-3%,-1%
Tb PYK inh,-6%,0%,-10%,-7%,11%,-1%,-4%,-14%

(9) CCCn1c(CNC(=O)c2cccs2)nc2ccccc21
(10) COc1ccc(-c2ccnc(SCC(=O)Nc3ccccn3)n2)cc1
(11) COc1ccc(C(=O)c2coc3ccc(O)c(CN4CCCC4)c23)cc1
(12) CCOc1cc(/C=C2\C(=N)N3N=C(C)SC3=NC2=O)ccc1OCCOc1ccccc1
(13) CCOc1ccc(S(=O)(=O)Nc2cccc(C(=O)NCC(c3ccco3)N(C)C)c2)cc1 (configuration not stated)
(14) CCCC(=O)n1nc(-c2ccccc2)nc1SC
(15) COc1ccc(NC(=O)CSc2nnnn2-c2ccccc2F)cc1
(16) O=C(O)CCCC(=O)Nc1nc(-c2ccc(F)cc2)cs1
entry no.,9,10,11,12,13,14,15,16
HCV inhibitor,-15%,?,-30%,-13%,-3%,4%,-2%,3%
Pf growth 48h,.,-20%,.,45%[activator],1%,13%,-2%,7%
LmPK inhibitor,2%,7%,0%,0%,.,-15%,-4%,0%
Pf growth 96h,?,?,?,5%,?,10%,32%[activator],?
Sm TGR block,-14%,-14%,2%,2%,-25%,0%,3%,-1%
Tb PYK inh,2%,8%,1%,1%,9%,-3%,2%,3%

(17) Cc1ccc(CN(C(=O)c2csnn2)C(C(=O)NC2CCCC2)c2ccco2)cc1 (configuration not stated)
(18) O=C(COC(=O)c1cc([N+](=O)[O-])ccc1N1CCOCC1)NC1CCCCC1
(19) CC(C)(C)N(Cc1ccccc1)C(=O)CSc1nnc(CNc2ccc(F)cc2)o1
(20) Cc1cccc(C(=O)NN2C(=O)C3C(c4ccccc4)C=CC(c4ccccc4)C3C2=O)c1 (configuration not stated)
(21) O=C(Nc1ccccc1N1CCOCC1)c1ccc([N+](=O)[O-])o1
(22) O=C(Nc1ccc(F)c(F)c1)c1ccccc1
(23) O=C(CCN1C(=O)c2ccccc2C1=O)Nc1sc2c(c1C(=O)NCC1CCCO1)CCC2 (configuration not stated)
(24) CCCCN1C(=O)/C(=C2/C=CC=CN2C)SC1=S
entry no.,17,18,19,20,21,22,23,24
HCV inhibitor,-3%,-21%,?,18%,-14%,-18%,-28%,-10%
Pf growth 48h,0%,0%,?,18%,-1%,95%[activator],14%,25%
LmPK inhibitor,-8%,.,8%,2%,-10%,.,-5%,-1%
Pf growth 96h,1%,-7%,-12%,38%[activator],37%[activator],117%[activator],?,.
Sm TGR block,-4%,-4%,-13%,-7%,-2%,8%,-6%,-26%
Tb PYK inh,-2%,1%,-3%,3%,-6%,-6%,1%,-12%

(25) COc1cc2c(cc1OC)CN(C(=O)/C=C/c1ccc(F)cc1)CC2
(26) O=S(=O)(Nc1ccccc1)c1ccc(F)cc1
(27) CCCN(CC1CC1)C(=O)CSc1nnc(-c2cc(-c3cccs3)nc3ccccc23)o1
(28) Cc1ccc(S(=O)(=O)N(C)CC(=O)O/N=C(\N)c2ccc([N+](=O)[O-])cc2)cc1
(29) Cc1cnc(C(=O)OCC(=O)Nc2cccc(Cl)c2)cn1
(30) CC(Oc1ccccc1F)C(=O)NNC(=O)CCNC(=O)c1ccco1 (configuration not stated)
(31) CN(CC1CCCO1)S(=O)(=O)c1ccc(C(=O)Nc2nc3cc4c(cc3s2)OCO4)cc1 (configuration not stated)
(32) O=C(CCCc1c[nH]c2ccccc12)NCCc1c[nH]c2ccccc12
entry no.,25,26,27,28,29,30,31,32
HCV inhibitor,-22%,2%,-1%,24%,17%,10%,?,?
Pf growth 48h,?,12%,.,.,48%[activator],7%,?,?
LmPK inhibitor,-1%,0%,1%,-3%,2%,.,0%,-5%
Pf growth 96h,?,.,-4%,-18%,85%[activator],28%,?,?
Sm TGR block,4%,-1%,4%,6%,15%,-6%,-30%,-1%
Tb PYK inh,0%,-10%,-1%,-8%,0%,-4%,1%,6%

(33) N#CC1=C(N)Oc2cc(O)c(C=Nc3ccccc3)cc2C1c1ccccc1 (configuration not stated)
(34) COc1ccc(N2CCN(c3cc(C)c4ccc(O)cc4n3)CC2)cc1
(35) Cc1cc(/C=C(\C#N)C(=O)OCC(=O)Nc2ccc(OC(F)F)cc2)c(C)n1CC(C)C
(36) CN1C=CC=C/C1=C1\SC(=S)N(CC(=O)O)C1=O
(37) COc1cccc(N2CCN(C3CC(=O)N(c4cccc(Cl)c4)C3=O)CC2)c1 (configuration not stated)
(38) CC(=O)c1cccc(NC(=O)CSc2ccc(-c3ccccn3)nn2)c1
(39) CC(=O)Oc1ccc(C(=O)Nc2cc(NC(=O)c3ccc(OC(C)=O)cc3)cc(C(=O)NC(C)(C)C)c2)cc1
(40) O=C(NCc1cccnc1)c1ccc(NS(=O)(=O)c2ccc(F)cc2)cc1
entry no.,33,34,35,36,37,38,39,40
HCV inhibitor,7%,3%,7%,4%,6%,-29%,6%,4%
Pf growth 48h,17%,13µM*,0%,18%,7%,?,?,?
LmPK inhibitor,-4%,1%,0%,-3%,6%,0%,-5%,-7%
Pf growth 96h,37%[activator],126%[activator],29%,-11%,-3%,?,2.6µM*,6.6µM*
Sm TGR block,-5%,2%,6%,7%,45µM*,4%,0%,-26%
Tb PYK inh,-4%,1%,-3%,2%,-10%,-3%,-1%,2%

Single values from the results shown.
Tb PYK inh, CC(=O)Oc1ccc(C(=O)Nc2cc(NC(=O)c3ccc(OC(C)=O)cc3)cc(C(=O)NC(C)(C)C)c2)cc1 = -1%
Pf growth 48h, CN1C=CC=C/C1=C1\SC(=S)N(CC(=O)O)C1=O = 18%
Sm TGR block, Cc1cc(/C=C(\C#N)C(=O)OCC(=O)Nc2ccc(OC(F)F)cc2)c(C)n1CC(C)C = 6%

Further compounds:
(41) CC1CCCN(C(C(=O)Nc2ccc3c(c2)OCO3)c2ccccc2)C1 (configuration not stated)
(42) CCCNC(=O)C1CCN(S(=O)(=O)c2ccc(-c3nn[nH]n3)cc2)CC1
(43) Cc1ccc(-c2nc3n(n2)Cc2ccccc2-3)cc1
(44) O=C(CN1C(=O)c2ccccc2S1(=O)=O)Nc1cccnc1
(45) COc1ccc(NC(=O)Cc2c(SC)c3ccccc3n2Cc2ccccc2)cc1
(46) O=C(CN1C(=O)CSC1=O)N1CCCC(Nc2ccc(F)cc2)C1 (configuration not stated)
(47) CO/N=C/c1ccc(Oc2ccc(C)cc2)c([N+](=O)[O-])c1
(48) O=C(O)c1nn(CC(=O)N2CCN(S(=O)(=O)c3ccc(Cl)cc3)CC2)c(=O)c2ccccc12
entry no.,41,42,43,44,45,46,47,48
HCV inhibitor,-4%,-16%,2%,10%&-2%,16%,3%,2%,6%
Pf growth 48h,.,.,322%[activator],18%,12µM*,-16%,i,0%
LmPK inhibitor,-4%,4%,7.9µM*,-8%,-2%,-1%,8%,0%
Pf growth 96h,?,30%[activator],i,.,7.4µM*,1.7µM*,135%[activator],78%[activator]
Sm TGR block,-8%,-17%,-4%,8%,7%,-15%,4%,-6%
Tb PYK inh,-1%,-1%,-21%,0%,1%,1%,-15%,1%

(49) COc1ccc(C2=CC(=O)CC(c3ccc(OC)cc3)C2)cc1 (configuration not stated)
(50) Cc1n[nH]c(=O)c2c(NC(=O)CSc3ncccn3)oc(C)c12
(51) COc1ccc([N+](=O)[O-])cc1/C=N/Nc1nc(N2CCCCC2)nc(N2CCCCC2)n1
(52) CCOC(=O)/C(=C/c1ccco1)NC(=O)c1ccc(Br)o1
(53) CCOC(=O)C(O)(CC(=O)Nc1ccc(Cl)cc1Cl)C(F)(F)F (configuration not stated)
(54) O=C(/C=C/c1cccc(F)c1)OCC(=O)N1CCCc2ccccc21
(55) Cc1sc2nc3n(c(=O)c2c1C)CCCS3
(56) Cn1cccc1-c1nc2ccc([N+](=O)[O-])cc2[nH]1
entry no.,49,50,51,52,53,54,55,56
HCV inhibitor,7%,1%,20µM*,3%,0%,4%,?,-19%
Pf growth 48h,13%,47%[activator],?,13%,-4%,10%,9%,93%[activator]
LmPK inhibitor,-2%,.,3%[11.5 µM],-2%,2%,.,2%,-1%
Pf growth 96h,43%,51%[activator],11%,?,-3%,13%,?,171%[activator]
Sm TGR block,.,-4%,4%,18µM*,0%,-9%,-1%,-11%
Tb PYK inh,-3%,-11%,-9%,-9%,0%,-3%,7%,-8%

Values in list order from the entries so far:
Sm TGR block for nos. 15–21, in order: 3%, -1%, -4%, -4%, -13%, -7%, -2%

Whole records from above. Order of values: HCV inhibitor	Pf growth 48h	LmPK inhibitor	Pf growth 96h	Sm TGR block	Tb PYK inh
`Cc1ccc(S(=O)(=O)CNC(=O)c2ccccc2)cc1` is listed with -2%	6%	4%	5%	20µM*	11%
`COc1cccc(N2CCN(C3CC(=O)N(c4cccc(Cl)c4)C3=O)CC2)c1` (configuration not stated) is listed with 6%	7%	6%	-3%	45µM*	-10%
`COc1cc2c(cc1OC)CN(C(=O)/C=C/c1ccc(F)cc1)CC2` is listed with -22%	?	-1%	?	4%	0%
`Cc1cccc(C(=O)NN2C(=O)C3C(c4ccccc4)C=CC(c4ccccc4)C3C2=O)c1` (configuration not stated) is listed with 18%	18%	2%	38%[activator]	-7%	3%

Further structures follow.
(57) Cn1c(=O)oc2cc(S(=O)(=O)NCc3ccccc3)ccc21
(58) CCN(CC)CCOC(=O)C1(c2ccc([N+](=O)[O-])cc2)CCCC1
(59) O=C(Nc1ccccc1Cl)C1CC(=O)N(Cc2ccco2)C1 (configuration not stated)
(60) CCOC(=O)C1(CCOc2ccccc2)CCN(Cc2ccc(F)c(OC)c2)CC1
(61) CC(=C\c1ccccc1)/C=C1/SC(=S)N(CCC(=O)O)C1=O
entry no.,57,58,59,60,61
HCV inhibitor,2%,?,28%,?,-1%
Pf growth 48h,.,10%,3%,-65%,0%
LmPK inhibitor,-1%,.,.,4%,0%
Pf growth 96h,-6%,9%,-9%,15µM*,?
Sm TGR block,0%,9%,-11%,13%,-16%
Tb PYK inh,0%,5%,0%,0%,3%

Screens from PubChem.
